FLuc modulator – qHTS profiling assay for firefly luciferase inhibitor/activator using purifed enzyme and Km concentrations of substrates (counterscreen for miR-21 project); Potency, µM (series often up to 57.5 µM), without a hit: at the highest dose activity change, negative = inhibition, actives largely listed as inhibitors; purified FLuc, Km substrates, luminescence inhibition; Luciferin 4-monooxygenase (Photinus pyralis), P08659; hit rate 6.9% among 360,000; active means well fitted inhibition curve with a large enough effect; inconclusive means small, poorly fitted or top-dose-only effect;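 further: plate controls were vehicle for no effect and reference inhibitor for full effect; nearly all actives have a fitted effect of over 55% in size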
Target sequence (P08659 whole entry, looked up): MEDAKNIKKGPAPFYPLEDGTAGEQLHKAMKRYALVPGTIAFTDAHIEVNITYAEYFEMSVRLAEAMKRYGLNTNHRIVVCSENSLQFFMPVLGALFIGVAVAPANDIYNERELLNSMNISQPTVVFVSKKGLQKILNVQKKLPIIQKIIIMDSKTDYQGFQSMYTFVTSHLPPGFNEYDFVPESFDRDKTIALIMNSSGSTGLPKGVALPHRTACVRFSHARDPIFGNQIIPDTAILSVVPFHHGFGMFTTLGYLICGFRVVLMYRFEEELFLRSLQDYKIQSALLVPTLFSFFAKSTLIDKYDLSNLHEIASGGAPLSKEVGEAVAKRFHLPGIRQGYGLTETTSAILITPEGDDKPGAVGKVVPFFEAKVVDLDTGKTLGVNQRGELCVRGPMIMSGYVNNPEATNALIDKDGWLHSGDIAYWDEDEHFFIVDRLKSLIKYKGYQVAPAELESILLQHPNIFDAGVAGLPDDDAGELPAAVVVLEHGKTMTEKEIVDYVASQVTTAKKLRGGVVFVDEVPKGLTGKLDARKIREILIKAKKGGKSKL
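Biochemical qHTS of compounds, final roughly 60 µM downward over six points, against 10 nM purified firefly luciferase using Km concentrations of substrates (10 uM D-luciferin, 10 uM ATP) in Tris acetate pH 7.5 buffer; luminescence output.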
* hit, by the source's call; ? = inconclusive. Potency means the concentration at half of the fitted maximal effect.

cpd | compound | FLuc modulator
1 | Cc1ccc(C(=O)N2CCc3cc(CNC(=O)c4ccccc4F)ccc32)cc1 | 19µM*
2 | COc1ccc(OC)c(NC(=O)c2cc3cc(C)ccc3n2C)c1 | -2%
3 | CCOc1ccc(CCNC(=O)c2nnc(Cc3cc(OC)c(OC)c(OC)c3)o2)cc1OCC | -6%
4 | CCCCN(CCCC)CCNC(=O)Cn1nc(CC)n2c(cc3sc(C)cc32)c1=O | -6%
5 | CCOc1ccccc1C(=O)Nc1ccc(-n2nncc2-c2ccccc2)cc1 | -13%
6 | CCOCCCNC(=O)Nc1cc(C(=O)NCc2ccc(C(C)C)cc2)ccc1N1CCCC1 | ?
7 | CC(C)C(=O)Nc1nnc(SCc2cc(=O)n3ccccc3n2)s1 | -6%
8 | Cc1ccc(NC(=O)CSc2nnc(N)s2)c(C)c1 | -9%
9 | Cc1cccc(C(=O)N2CCc3cc(CNC(=O)c4cc5ccccc5[nH]4)ccc32)c1 | -20%
10 | CCOC(=O)C1CCN(C(=O)Cn2nc(C)n3c(cc4sccc43)c2=O)CC1 | 4%
11 | CCOc1ccc(NC(=O)c2c(NC(=O)c3ccncc3)sc3c2CCC(C(C)(C)C)C3)cc1 (configuration not stated) | -2%
12 | CCOCc1cc(CN2CCN(c3cccc(C(F)(F)F)c3)CC2)c(O)c2ncccc12 | -3%
13 | Cc1ccc(-c2nc3c4c(-c5ccccc5)c(-c5ccccc5)oc4ncn3n2)cc1 | 2%
14 | COc1ccc(-c2cccc(NS(=O)(=O)c3cc(C)ccc3OC)c2)nn1 | -10%
15 | CCOCCc1nn2c(=O)cc(COC(=O)c3ccc(NC(=O)C(C)(C)C)cc3)nc2s1 | -3%
16 | Cc1ccc(Cl)cc1NC(=O)N1CCc2cc(S(=O)(=O)N3CCC(C)CC3)ccc21 | 0%
17 | CCOC(=O)c1ccccc1NC(=O)Cn1c(=O)n(-c2cccc(C)c2)c(=O)c2c1c1cc(C)ccc1n2C | -13%
18 | COc1ccc(-c2ccc(NS(=O)(=O)c3ccccc3Cl)cc2)nn1 | -16%
19 | O=C(Nc1ccc2c(c1)OCCO2)c1cnn2c1NC(=C1CC1)C=C2C(F)F | ?
20 | Cc1ccccc1CN1c2ccccc2-c2nc(SCC(=O)c3ccccc3)ncc2S1(=O)=O | 0%
21 | O=C(COCc1cc(-c2cccs2)on1)NCc1ccc(Cl)cc1 | -16%
22 | COc1ccc(C(=O)CN2C(=O)N(c3cc(C)cc(C)c3)S(=O)(=O)c3ccccc32)cc1 | -5%
23 | O=S(=O)(Nc1ccc2nc(-c3ccc(F)cc3)oc2c1)c1ccccc1 | ?
24 | COc1ccc(CNC(=O)c2ccc3nc(CCc4ccccc4)oc3c2)cc1 | 2%
25 | O=C(c1cccc([N+](=O)[O-])c1)N1c2nc(-c3ccco3)nn2C2(CCCCC2)[C@@H]2CCCC[C@@H]21 | -2%
26 | CCCn1nc(NC(=O)c2cccc(Cl)c2)c2cc3cccc(C)c3nc21 | 1%
27 | COc1cc(NC(=O)C2CCN(S(=O)(=O)c3c(C)noc3/C=C/c3c(C)cc(C)cc3C)CC2)cc(OC)c1 | 1%
28 | COc1cc(CN2CCc3nc(N4CCN(c5ccccn5)CC4)ncc3C2)cc(OC)c1OC | -3%
29 | COc1cccc(CNC(=O)c2c(C)oc3nc(C)nc(N4CCOCC4)c23)c1 | 6%
30 | CCOc1ccccc1Nc1nc2ccccc2c2nncn12 | -2%
31 | COC(=O)c1ccc2c(=O)n(CCCCCC(=O)NCc3ccc(OC)cc3)c(=O)[nH]c2c1 | -7%
32 | CC(=O)c1cc(-c2ccccc2)n(CCC(=O)Nc2cc(C)cc(C)c2)c1C | -10%

A different layout for some results above:
#29 COc1cccc(CNC(=O)c2c(C)oc3nc(C)nc(N4CCOCC4)c23)c1
  FLuc modulator: 6%

#30 CCOc1ccccc1Nc1nc2ccccc2c2nncn12
  FLuc modulator: -2%

#31 COC(=O)c1ccc2c(=O)n(CCCCCC(=O)NCc3ccc(OC)cc3)c(=O)[nH]c2c1
  FLuc modulator: -7%

#32 CC(=O)c1cc(-c2ccccc2)n(CCC(=O)Nc2cc(C)cc(C)c2)c1C
  FLuc modulator: -10%

Next part.
cpd | compound | FLuc modulator
33 | Cc1ccc(CNC(=O)CCc2c(C)nn(-c3ccc(N4CCCC4)nn3)c2C)cc1 | -1%
34 | Cc1ccc2c(c1)NC(=O)C(CC(=O)Nc1cc(Cl)ccc1C)O2 (configuration not stated) | 0%
35 | COc1cc(NC(=O)C2CCN(S(=O)(=O)c3c(C)noc3/C=C/c3cccs3)CC2)cc(OC)c1 | -2%
36 | COc1cccc(N2CCN(C(=O)c3ccc(CS(=O)c4cccc(Cl)c4)o3)CC2)c1 (configuration not stated) | -3%
37 | Cc1cccc(C)c1NC(=O)CSc1nc2ccccc2c2nc(CCc3c(C)n[nH]c3C)nn12 | 4%
38 | COc1ccccc1NC(=O)C1=C(C)Nc2c(C(=O)Nc3cccc(C)c3)cnn2C1c1ccccc1Cl (configuration not stated) | -2%
39 | CCOC(=O)c1cc2c(=O)n3ccccc3nc2n(CCOC)c1=NC(=O)c1c(-c2ccccc2Cl)noc1C | 3%
40 | CCN(CC)CCNC(=O)CN1C(=O)c2cccnc2Oc2ccc(C)cc21 | -2%
41 | NS(=O)(=O)c1ccc(CCNC(=O)Cn2c(-c3cccs3)cc3ccccc32)cc1 | 0%
42 | Cc1ccc(CNC(=O)CCC(=O)N2CCSc3ccccc32)cc1 | -12%
43 | Cc1cccc(C(C)C)c1NC(=O)c1ccc2c(c1)CCCN2S(C)(=O)=O | -4%
44 | CCOC(=O)c1ccc(NC(=O)CCS(=O)(=O)c2ccc3c(c2)oc(=O)n3C)cc1 | 1%
45 | Cc1ccc(C)c(N2CCN(CCCNC(=O)Nc3cc(Cl)ccc3C)CC2)c1 | -2%
46 | Cc1cc(OCC(=O)Nc2cc(-c3nc4ccccc4[nH]3)ccc2C)ccc1Cl | -11%
47 | COc1cccc(OCC(=O)NCCS(=O)(=O)N2CCN(c3ccccc3F)CC2)c1 | -10%
48 | Fc1cccc(Cl)c1CNCCSc1nnnn1-c1ccccc1 | -11%
49 | Cc1ccc2c(c1)NC(c1cccnc1)=NC(c1ccc(F)cc1)=N2 | -19%
50 | Cc1ccccc1C(=O)N1c2ncnn2C2(CCCCC2)[C@@H]2CCCC[C@@H]21 | 2%
51 | Cc1ccc(C(C)C)c(OCCSc2nc(-c3cccs3)nc3cc(=O)[nH]n23)c1 | ?
52 | Cc1ccc(Cl)cc1NC(=O)Nc1nnc(N2CCCC(C)C2)s1 (configuration not stated) | 1%
53 | COc1cc(NC(=O)CN2c3ccccc3S(=O)(=O)c3ccccc32)cc(OC)c1 | -3%
54 | COc1ccc(NC(=O)CSc2nc3ccccc3c(=O)n2CCC(=O)NC2CCCCC2)c(OC)c1 | 2%
55 | Cc1cccc(S(=O)(=O)c2cn(C)c3cc(N4CCCCCC4)c(F)cc3c2=O)c1 | -3%
56 | CCN1CCN(Cc2c(O)ccc3c(=O)c(Oc4ccccc4C(C)C)c(C(F)(F)F)oc23)CC1 | -1%
57 | CC(=O)Nc1ccccc1-c1nc2ccccc2n(C(C)C(=O)Nc2ccccc2C(F)(F)F)c1=O (configuration not stated) | 0%
58 | COC(=O)CCNC(=O)N1CCN(c2nnc(C)c3c(C)n(-c4ccccc4)nc23)CC1 | -1%
59 | Cc1cccc(N(C)C(=O)Cc2c(C(=O)O)[nH]c3ccccc23)c1 | -13%
60 | Cc1cc(C)c(NC(=O)Cn2c(=O)n(CCC(C)C)c(=O)c3cccnc32)c(C)c1 | -4%
61 | COc1ccc(NC(=O)Cn2c(=O)n(Cc3nc(C)no3)c(=O)c3cc4c(cc32)OCO4)cc1 | -7%
62 | COc1cccc(-c2nc(SCC(=O)NCC3CCCO3)c(-c3ccc(F)cc3)[nH]2)c1 (configuration not stated) | 5%
63 | CCc1ccc(NC(=O)C(=O)NCC(c2cccnc2)N2CCN(c3ccc(F)cc3)CC2)cc1 (configuration not stated) | -3%
64 | COc1cccc(CNC(=O)C2CCCN(c3nc4ccccc4n4cccc34)C2)c1 (configuration not stated) | -9%
65 | COc1ccc2c(c1)CCc1c(C(=O)Nc3ccccc3C(F)(F)F)noc1-2 | 0%
66 | O=C(NCc1ccc2c(c1)CCN2C(=O)c1ccccc1)c1cc2ccccc2[nH]1 | ?
67 | CCOc1cccc2sc(N(Cc3cccnc3)C(=O)C3CCCCC3)nc12 | -3%
68 | CCOC(=O)c1ccc(NC(=O)C(CC)Sc2nncn3c2cc2oc(C)cc23)cc1 (configuration not stated) | 3%
69 | CCC(=O)N1CCCc2cc(S(=O)(=O)N3CCC(C(=O)NCc4ccc(F)cc4)CC3)ccc21 | -6%
70 | Cc1ccccc1CN1CCc2nc(Nc3ccc4c(c3)OCCO4)ncc2C1 | 13µM*
71 | Cc1nn(CCCC(=O)NCc2ccccc2)c(=O)c2c1sc1ccccc12 | ?
72 | CCN(c1ccccc1)c1nnc(NC(=O)Nc2ccc(Br)c(C)c2)s1 | 2%
73 | COc1ccc(-c2nn(-c3cccc([N+](=O)[O-])c3)c3c2cnc2cc4c(cc23)OCO4)cc1 | -7%
74 | CCOC(=O)c1scc(-c2ccccc2)c1S(=O)(=O)Nc1cc(OC)cc(OC)c1 | -17%
75 | CCOC(=O)c1cc(S(=O)(=O)NCc2ccccc2)[nH]n1 | -13%
76 | O=C(NCC(c1cccnc1)N1CCc2ccccc21)c1ccc(Cl)cc1 (configuration not stated) | -6%
77 | Cc1c(C(=O)Nc2ccc(Br)cc2F)oc2ccc(S(=O)(=O)N3CCCCC3)cc12 | 1%
78 | COc1ccc(CCNC(=O)C(=O)NCC(c2cccs2)S(=O)(=O)c2cccs2)cc1 (configuration not stated) | 3%
79 | CN1CCN(CCNC(=O)c2cnn(-c3ccc(F)cc3)c2C2CCN(C(=O)OC(C)(C)C)CC2)CC1 | -2%
80 | CCOc1ccc(/C=C(\C#N)C(=O)Nc2sc3c(c2C(=O)OC)C(C(=O)OC)CC3)cc1OC (configuration not stated) | ?
81 | CCOC(=O)c1c(C)[nH]c(C)c1S(=O)(=O)NCC(=O)N1CCN(c2cccc(C)c2)C(C)C1 (configuration not stated) | -2%
82 | Cc1ccc(NC(=O)CCc2nnc3n(C)c(=O)c4sccc4n23)cc1C | 2%
83 | O=C(Nc1ccc(Br)cc1)c1cc2nc(-c3ccccc3)cc(-c3ccccc3)n2n1 | 5%
84 | COc1ccccc1CNC(=O)CCC1N=C2c3ccccc3N=C(SCC(=O)NCCc3ccccc3)N2C1=O (configuration not stated) | 1%
85 | COc1ccc2c(c1)CC(C(=O)NCc1ccc(F)cc1)CO2 (configuration not stated) | 4%
86 | Cc1ccc(-c2nnc(Nc3ccc(Cl)cc3)c3ccccc23)cc1S(=O)(=O)NCC1CCCO1 (configuration not stated) | -7%
87 | CCOc1ccccc1CNc1nc2nc(C)cc(C)n2n1 | 0%
88 | O=S(=O)(c1ccc2nc(Nc3ccc(Br)cc3F)ccc2c1)N1CCCC1 | -5%

Next structures follow.
cpd | compound | FLuc modulator
89 | CCc1nnc(NC(=O)CSc2nccn2Cc2ccc(C)cc2)s1 | ?
90 | Cc1ccc2oc(C(=O)Nc3nnc(CC(C)C)s3)cc(=O)c2c1 | ?
91 | Cc1ccc(S(=O)(=O)N2CCc3cc(C(=O)NCCc4ccccc4)ccc32)cc1 | -7%
92 | CCc1ccc2oc(-c3ccc(C)c(NC(=O)Cc4ccccc4)c3)nc2c1 | 4.8µM*
93 | COc1ccc(Cn2c(CCC(=O)NCc3cccc(Cl)c3)nc3cccnc32)cc1 | -8%
94 | COc1ccc(S(=O)(=O)N(Cc2nc(-c3ccc(Cl)cc3)no2)C2CCCCC2)cc1 | -7%
95 | CCOC(=O)c1c(-c2ccc(C)cc2)csc1NC(=O)c1nc(SCC)ncc1Cl | -1%
96 | COc1cc(NC(=O)Cn2c(=O)n(CC(=O)NCCc3ccc(OC)c(OC)c3)c(=O)c3sccc32)cc(OC)c1 | 6%
97 | CCOC(=O)c1ccccc1NC(=O)N1CCCn2nc(C)cc21 | -3%
98 | CCCCOc1c(Cl)cc(C(=O)N(Cc2ccc(C)o2)C2CCS(=O)(=O)C2)cc1Cl (configuration not stated) | -7%
99 | O=C(CCn1cnc2onc(-c3ccc(F)cc3)c2c1=O)Nc1ccc(F)c(Cl)c1 | 1%
100 | CCC(=O)Nc1ccc2nc(SCc3ccccc3)sc2c1 | 15µM*
101 | COc1ccc(N2CCN(S(=O)(=O)CCNC(=O)C(c3ccccc3)c3ccccc3)CC2)cc1 | 8%
102 | CCCCCOc1ccc(C2c3c(oc4ccccc4c3=O)C(=O)N2c2nc(C)c(C)s2)cc1OCC (configuration not stated) | 1%
103 | CCOc1cc2sc(N3CCC(C(=O)Nc4ccc(CC)cc4)CC3)nc2cc1Br | ?
104 | CCOc1ccc(-c2nnc(SCC(=O)c3ccc(Br)cc3)n2-c2ccccc2)cc1 | -4%
105 | Cc1cc(S(=O)(=O)C(CNC(=O)c2ccc(OC(C)C)cc2)c2cccs2)ccc1F (configuration not stated) | -13%
106 | Cc1cccc(NC(=O)CSc2nnc3scc(-c4ccccc4)n23)c1 | 0%
107 | Cc1ccc(CNC(=O)c2nnn(CC(=O)Nc3cc(C)ccc3C)c2N)cc1 | 2%
108 | Cc1ccc(NS(=O)(=O)c2c(C)nc3sc(C)c(C)n3c2=O)cc1F | -8%
109 | O=C(CN1C(=O)COc2ccc(S(=O)(=O)N3CCCCCC3)cc21)NCCc1ccccc1 | -12%
110 | Cc1ccc(S(=O)(=O)c2cn(Cc3ccccc3)c3cc(N4CCCC4)c(F)cc3c2=O)c(C)c1 | -2%
111 | Cc1ccc(Cl)cc1N1CCN(CCCNc2ncnc3onc(-c4ccc(F)cc4)c23)CC1 | -5%
112 | Cc1ccc2c(c1)N(C(=O)CCC(=O)NCc1cccs1)CC(C)O2 (configuration not stated) | 4%
113 | Cc1ccc(N(CC(C)C)S(=O)(=O)c2nnc(NC(=O)C(C)C)s2)cc1 | -13%

Screening results (PubChem)

An excerpt. The share of hits here may be higher or lower than overall.
